# High-throughput results as filed in PubChem.
# E coli growth: bacterial growth inhibition, counter-screen for AddAB inhibitors; E. coli V3065 growth, OD600 absorbance, 18 h; 330,000 compounds, 0.27% hits; inhibition, % at 11.9 µM;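 active = inhibition above the campaign's mean inhibition across all tested compounds plus 3 SD, cut at about 9.9% in these data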;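 note: uninfected addAB+ strain grown without phage in ampicillin broth; 0% = DMSO wells and 100% = ciprofloxacin 0.95 µg/ml wells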
# HTR5A inv ag: inverse agonist of human HTR5A in OPRM1-OPRD1 counter-screen. P47898. HTR5A cell line, luminescence, inverse agonism. inhibition, % at 9.3 µM. 340,000 compounds, 0.083% hits. AID 504634; in the data active = inhibition mostly above about 23%, no sharp cut-off; inactive = mostly below about 18%;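 note: 0% = cells with DMSO and 100% = no-cell wells with DMSO; some compounds called inactive have numbers as strong as hits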
# Target sequence (P47898 whole entry, looked up): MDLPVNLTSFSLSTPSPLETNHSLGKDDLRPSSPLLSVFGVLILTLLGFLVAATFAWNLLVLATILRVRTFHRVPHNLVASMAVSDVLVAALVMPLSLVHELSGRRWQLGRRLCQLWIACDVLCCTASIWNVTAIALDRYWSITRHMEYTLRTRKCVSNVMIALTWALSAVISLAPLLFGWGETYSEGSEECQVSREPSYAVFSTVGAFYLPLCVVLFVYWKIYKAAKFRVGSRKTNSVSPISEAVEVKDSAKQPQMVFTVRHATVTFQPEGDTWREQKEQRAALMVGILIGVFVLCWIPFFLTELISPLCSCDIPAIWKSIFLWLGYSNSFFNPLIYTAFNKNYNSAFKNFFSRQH
# phage Ecoli inh: E. coli growth loss with phage present | 360,000 compounds, 0.26% hits | growth absorbance | inhibition, % at 11.9 µM; in the data active = inhibition above about 11%
# Tat export inh: E. coli Tat transport inhibition. E. coli MC4100 TorA-mCherry Tat export, fluorescence. inhibition, % at 10 µM. 340,000 compounds, 0.036% hits. AID 488895;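 active = mean replicate inhibition at least 50% and at least half of replicates individually reaching 50%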;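 note: exported cargo escapes ClpAP degradation while cytoplasmic cargo is degraded and loses fluorescence; 0% = median of neutral control wells and 100% = median of NaSCN control wells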
# PKA-R2B activ: activates the human PKA-R2B holoenzyme complex. P22694+P31323. PKA-R2B holoenzyme dissociation, Cy5-IP20 fluorescence polarization; R2B truncated from residue 108, S112A mutant; 0% DMSO only, 100% 113 µM cGMP. activation, % at 11.4 µM. 340,000 compounds, 0.079% hits. AID 504700;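 active = activation above a cutoff set at the mean over all compounds plus 3 SD, cut at about 18% in these data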;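 note: higher means more holoenzyme dissociation and a rise in polarization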
# Target sequence (P31323 whole entry, looked up, other chains not shown, the tested form may be a part): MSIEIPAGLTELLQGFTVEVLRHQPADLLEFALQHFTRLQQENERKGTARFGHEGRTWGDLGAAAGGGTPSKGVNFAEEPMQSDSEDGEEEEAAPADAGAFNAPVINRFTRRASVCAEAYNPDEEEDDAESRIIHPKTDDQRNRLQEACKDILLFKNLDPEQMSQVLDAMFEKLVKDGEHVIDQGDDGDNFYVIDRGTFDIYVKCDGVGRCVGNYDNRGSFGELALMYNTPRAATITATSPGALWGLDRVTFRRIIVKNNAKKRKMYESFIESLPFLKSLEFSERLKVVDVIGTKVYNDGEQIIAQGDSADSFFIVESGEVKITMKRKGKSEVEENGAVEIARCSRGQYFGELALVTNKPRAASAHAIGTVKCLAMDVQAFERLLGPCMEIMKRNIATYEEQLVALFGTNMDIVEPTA
# MOR-DOR inv ag: inverse agonist of human OPRM1-OPRD1 heterodimerization. inhibition, % at 9.3 µM. 340,000 compounds, 0.21% hits. P35372+P41143. cell-based MOR-DOR heterodimer luminescence, inverse agonism. AID 504357; in the data active = inhibition above about 22%, passing the limit was not always enough;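 note: 0% = cells with DMSO and 100% = wells without cells with DMSO; values of inactives mirror those of a sister screen read the other way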
# PfHsp90 set2: inhibits growth of yeast expressing Plasmodium falciparum Hsp90. S. cerevisiae expressing PfHsp90, BacTiter-Glo ATP, 48 h; yeast lacking PDR1 and PDR3 efflux regulators. inhibition, % at 9.4 µM. 310,000 compounds, 0.32% hits;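 active = every replicate shows inhibition above about 80%, whatever the replicate mean, limit read from the data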;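 note: 0% = DMSO neutral controls and 100% = 20 µM radicicol positive controls; yeast relying on Plasmodium falciparum Hsp90 in place of its own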
# Mot1-301 SUMO: blocks SUMOylation pathway, rescuing yeast Mot1-301 growth; S. cerevisiae Mot1-301 growth rescue, ATP luminescence, 38.5C; percent above DMSO median, 100 means doubled; growth rescue, % at 18.8 µM; 320,000 compounds, 1% hits; AID 2716;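 active = every valid replicate shows activation above 250% relative to neutral control wells; inactive = the rest, any valid replicate at or below 250%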;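 note: OY570 slx delta 5 strain wells were the positive control but not used for scaling; some compounds called inactive have numbers as strong as hits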
# PKA-R1A act: PKA-R1A complex activation; P00514+P68181; PKA-R1A dissociation, Cy5-IP20 fluorescence polarization; scaled: DMSO 0%, 113 µM cGMP 100%; activation, % at 11.4 µM; 340,000 compounds, 0.083% hits; AID 504707;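 active = percent activation above the mean of all tested compounds plus 3 SD, cut at about 19% in these data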;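 note: higher means more PKAc released from R1A so a rise in polarization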
# MOR-DOR ag: agonists of human mu-delta opioid receptor heterodimerization | P35372+P41143 | activation, % at 9.3 µM | cells, OPRM1-OPRD1 heterodimerization, luminescence | 340,000 compounds, 0.3% hits | AID 504326; in the data active = activation above about 18%;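 note: 0% = vehicle-treated cells and 100% = reference agonist; values of inactives mirror those of a sister screen read the other way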
# AddAB inh: less growth of phage-infected E. coli with AddAB; E. coli expressing H. pylori AddAB, absorbance growth; inhibition, % at 11.9 µM; 330,000 compounds, 0.29% hits; in the data active = inhibition above about 12%;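 note: 0% = vehicle wells of infected cells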
# Starred values were filed as active, the others as inactive; · = no result given.
SMILES,E coli growth,HTR5A inv ag,phage Ecoli inh,Tat export inh,PKA-R2B activ,MOR-DOR inv ag,PfHsp90 set2,Mot1-301 SUMO,PKA-R1A act,MOR-DOR ag,AddAB inh
Cn1ccnc1SCC(=O)Nc1ccc2c(c1)OCCO2,1.6,-7,0.3,-14,-1,13,4,8,-3,-2.3,-1.2
CCOC(=O)CSc1nc(N)c2c3c(sc2n1)CCCC3,-0.1,-14,2.1,1,2,-19,-6,14,2,3.1,1.0
Cc1ccc2nc(-c3cc(-c4ccccc4)no3)cn2c1,-2.7,-18,1.3,3,9,-32,0,7,-19,6.4,-1.5
CCCCc1cc2ccccc2c(OCCN(C)C)n1,-2.3,17,2.6,7,-3,-3,-1,-18,-17,0.7,-1.3
CC(=O)Nc1cc2c(cc1NC(=O)Cn1nc(-c3ccccc3)ccc1=O)OCCO2,0.2,9,3.1,-4,-6,11,0,-4,9,-2.1,3.5
O=C(NC(=S)Nc1ccc2oc(=O)ccc2c1)c1cc2ccccc2o1,-1.5,-5,-0.9,-12,-6,14,-34,7,8,-2.7,3.9
CCN(CC)S(=O)(=O)c1ccc(N2CCCC2)c(C(=O)OCC(=O)Nc2cc(C)on2)c1,1.4,-28,-1.7,3,-6,6,-7,544*,-4,-1.3,3.0
CCOc1ccc(NCc2nnc(SCC(=O)Nc3nc(-c4ccccc4)cs3)n2-c2ccccc2)cc1,0.8,7,1.4,16,-2,-17,0,-15,-18,3.0,0.0
COc1ccc(OCC(=O)NNc2c3ccccc3nc3ccccc23)cc1,-0.6,1,2.3,11,-2,-2,-3,7,4,0.5,0.2
CCOC(=O)Cn1nc(CC)c2ccccc2c1=O,1.4,5,2.6,0,-5,-14,6,-5,-7,2.4,0.3
CCOc1ccc(C2CC(c3cccc(OC)c3)n3nc(N)nc3N2)cc1 (stereo unspecified),-0.9,20,1.7,-13,-6,21,-2,-19,-5,-4.1,4.4
N#CC1=C(O)CCCn2c1nc1ccccc1c2=O,3.9,7,-0.7,14,1,29,-28,-6,1,-6.3,3.9
Clc1ccccc1OCCCCN1CCCC1,2.2,-17,3.0,-2,-1,8,·,45,-6,-1.4,3.3
COC(=O)C(Cc1ccccc1)NC(=O)CNC(=O)c1sc2ccccc2c1Cl (stereo unspecified),-2.1,-18,0.2,20,-10,-20,-3,-1,-9,2.4,0.8
CC(C)NC(=O)CSCc1ccccc1Cl,0.5,3,-0.8,-7,-3,21,7,7,-1,-3.8,0.2
CN(C)c1ccc(C(O)P(=O)(OC2CCCCC2)OC2CCCCC2)cc1 (stereo unspecified),0.3,-5,0.6,-3,-8,2,-2,1,-8,-0.5,1.3
CSc1ccc(CN2CCN(C(=O)c3ccc([N+](=O)[O-])cc3)CC2)cc1,0.5,-2,2.8,-1,5,0,16,78,-1,0.1,-0.8
Nc1ccccc1/C=N\N=C/c1ccccc1N,-2.4,-5,3.1,10,11,-9,10,-8,9,1.6,-0.4
Cc1nc(-c2ccccc2)c(Cc2ccccc2O)c(=O)[nH]1,0.2,-7,1.0,6,-9,19,-2,-2,-4,-3.7,0.6
CCCCn1c(N)c(Sc2ccc(C)cc2)c(=O)[nH]c1=O,1.5,-10,2.0,7,-2,-1,-4,98,-9,0.1,-0.2
CC1CCN(c2cc(N3CCN(C(=O)c4ccc(F)c(F)c4)CC3)c([N+](=O)[O-])cc2F)CC1,-0.7,3,3.9,13,-2,-17,21,8,-11,3.0,1.1
O=C(Nc1ccc2oc(-c3cccnc3)nc2c1)c1ccc(Br)o1,0.4,0,-0.6,-5,-2,-21,9,6,5,3.8,4.1
Cc1cc(C)c(OCC(=O)N/N=C/c2ccc3c(c2)OCO3)c(C)c1,-0.9,-11,3.5,2,0,-7,22,242,1,1.1,2.4
CCC(C)[C@H](NC(=O)[C@@H]1CSC2c3ccccc3C(=O)N21)C(=O)NCc1ccco1 (stereo partly specified),-0.1,-3,-0.4,2,7,6,-8,204,-8,-1.1,0.8
CC(=O)C(C)Oc1ccc2c3c(c(=O)oc2c1C)CCCC3 (stereo unspecified),-1.6,4,3.0,3,6,0,-14,-2,-2,0.0,2.1
Cc1ccsc1C(=O)NC(C)c1ccccc1 (stereo unspecified),0.4,3,-0.9,3,2,-10,18,215,-8,1.3,3.1
CCCC(C(=O)Nc1ccncc1)c1ccccc1 (stereo unspecified),0.2,4,0.4,-7,6,-2,14,933,5,0.3,0.9
CC(C)CNC(=O)c1ccccc1NC(=O)CSCc1ccccc1,-1.8,13,1.4,10,6,12,-5,-7,-2,-2.0,2.7
O=C1CSC(=S)N1/N=C/c1cccnc1,1.1,-2,5.7,6,-6,0,-11,-11,-1,0.0,2.3
CCn1nc(C)c(CNC(=O)C2CCC(=O)N(Cc3ccc(Cl)cc3)C2)c1C (stereo unspecified),-0.3,-2,4.0,-4,2,24,-12,75,1,-3.5,0.4
CCOCCCn1c(=N)c(S(=O)(=O)c2ccc(C)cc2)cc2c(=O)n3cc(C)ccc3nc21,-0.1,-1,0.8,-11,-1,-2,-7,6,-8,0.2,0.2
CCc1ccc(NC(=O)COC(=O)/C(=C/c2ccccc2OC)c2ccccc2)cc1,2.6,-10,2.4,1,-7,-9,-17,-8,-1,1.7,1.6
CSc1nc2sc3c(c2c(=O)n1C)CCC(C)C3 (stereo unspecified),-2.1,-12,1.8,0,4,11,4,154,-3,-2.4,-0.5
O=C(CSc1c2c(nc3ccc(Cl)cc13)CCCC2)N1CCN(C(=O)c2ccco2)CC1,·,22,-2.2,0,7,3,1,·,1,-0.7,·
CCOC(=O)C1=CN(Cc2cccc(F)c2)S(=O)(=O)N(CC)C1c1ccc(F)c(Cl)c1 (stereo unspecified),0.2,-9,2.4,3,-4,9,0,·,0,-1.8,-1.2
COc1ccc(NC(=O)c2cc(-c3ccco3)on2)cc1,0.1,-16,-0.1,3,0,16,-44,·,-12,-3.0,-1.0
Cc1ccc([N+](=O)[O-])cc1N(CC(=O)NC1CCCC1)S(C)(=O)=O,-0.2,23,2.3,-3,2,-1,16,-2,3,0.3,3.2
Cc1ccc(CNC(=O)c2ccccc2NC(=O)CN2CC(C)OC(C)C2)cc1 (stereo unspecified),-2.1,-6,3.2,9,-7,-5,16,-1,-1,1.0,2.6
CC1(C)OC(C(=O)NC2CCCCC2)C(C(=O)NC2CCCCC2)O1 (stereo unspecified),-0.7,-8,3.9,0,9,5,-9,4,-9,-0.8,0.9
O=C(CN1CCCCC1)NCC(=O)Nc1ccc(F)c(F)c1F,-2.3,-1,3.0,14,2,11,5,1,-12,-3.0,0.1
Cc1ccc(S(=O)(=O)N2CCN(C(=O)CCC(=O)NCc3cccc(C(F)(F)F)c3)CC2)cc1,1.7,-9,3.8,7,-2,3,·,-19,9,-0.5,1.5
COc1ccccc1NC(=O)C(C)OC(=O)Cn1cnc2c1c(=O)n(C)c(=O)n2C (stereo unspecified),1.8,1,0.1,2,-8,12,5,-6,-6,-2.3,2.2
C=CCn1c(C(C)NC(=O)c2ccccc2)n[nH]c1=S (stereo unspecified),2.5,14,1.8,0,-6,0,-3,1,-5,-0.1,4.2
COCc1c(C(=O)NC2CCCCCC2)oc2ccccc12,0.2,-9,0.6,-4,-8,-25,·,-13,-11,4.8,2.6
C#CCOCCOCCOCCNc1nc(N2CCOCC2)nc(N2CCN(C(=O)CCCCCCCCCCNC(=O)[C@H]([C@@H](C)CC)n3cc(CCCCN=C(N)N)nn3)CC2)n1,-1.1,-32,1.4,32,-4,6,-1,-20,8,-1.1,0.3

# Some of the entries so far, with tabs:
SMILES	E coli growth	HTR5A inv ag	phage Ecoli inh	Tat export inh	PKA-R2B activ	MOR-DOR inv ag	PfHsp90 set2	Mot1-301 SUMO	PKA-R1A act	MOR-DOR ag	AddAB inh
COc1ccc(NC(=O)c2cc(-c3ccco3)on2)cc1	0.1	-16	-0.1	3	0	16	-44	·	-12	-3.0	-1.0
Cc1ccc([N+](=O)[O-])cc1N(CC(=O)NC1CCCC1)S(C)(=O)=O	-0.2	23	2.3	-3	2	-1	16	-2	3	0.3	3.2
Cc1ccc(CNC(=O)c2ccccc2NC(=O)CN2CC(C)OC(C)C2)cc1 (stereo unspecified)	-2.1	-6	3.2	9	-7	-5	16	-1	-1	1.0	2.6

# (list continues)
SMILES,E coli growth,HTR5A inv ag,phage Ecoli inh,Tat export inh,PKA-R2B activ,MOR-DOR inv ag,PfHsp90 set2,Mot1-301 SUMO,PKA-R1A act,MOR-DOR ag,AddAB inh
CC(=O)Nc1nc2cc3c(cc2s1)OCCO3,0.3,10,4.5,-2,-2,0,-10,-13,-13,0.1,2.9
CCCn1c(N)c(C(=O)COC(=O)/C=C/c2ccc(OC(F)F)c(OC)c2)c(=O)[nH]c1=O,-1.7,-1,4.4,-3,-11,5,-6,-6,-7,-1.1,-2.5
O=C(NC1CCCC1)C(c1ccc(Cl)cc1)N(C(=O)c1csnn1)C1CC1 (stereo unspecified),-1.8,4,1.3,3,2,10,41,13,4,-1.4,2.3
O=C(COC(=O)c1cc2ccccc2cc1O)NCc1ccccc1,0.1,-23,3.4,-7,-4,-35,3,1,-2,6.8,0.1
COc1ccccc1CNC(=O)c1cccc2c1C(=O)N(Cc1cccnc1)C2,1.9,-6,3.5,3,-5,9,-11,-20,-11,-1.3,0.0
COC(=O)c1[nH]c(C)c(/C(O)=C2\C(=O)C(=O)N(CCN3CCOCC3)C2c2cccs2)c1C (stereo unspecified),-0.1,-20,2.0,-4,-1,7,-7,0,1,-1.1,0.6
COc1ccc(C(=O)/C=C/Nc2ccc(NC(C)=O)cc2)cc1OC,-0.4,-6,2.5,5,-11,-1,·,-7,5,0.2,-0.3
CCOC(=O)n1cc(C(=O)c2ccccc2O)cn1,1.6,-32,-1.5,-7,8,6,2,-8,-4,-1.2,2.2
CNC(=S)NNC(=O)c1cccn(Cc2cccc(Cl)c2)c1=O,1.5,4,5.2,-6,8,7,·,131,6,-1.5,1.6
Cc1ccccc1C(=O)N1CCN(c2ccc(NC(=O)c3cccnc3)cc2)CC1,-1.1,22,2.1,1,1,11,-17,15,-3,-2.2,-0.7
COc1ccc(S(N)(=O)=O)cc1C(=O)NCCCN1CCN(c2cccc(Cl)c2)CC1,1.6,17,3.4,-4,6,5,8,-13,-4,-0.9,3.2
C=CCNC(=O)c1cc(=O)c2ccccc2o1,0.1,12,2.3,-7,-7,15,8,262,3,-2.7,-1.2
COc1ccc(-n2nc(C(=O)N(C)C3CCCCC3)c3ccccc3c2=O)c(OC)c1,-1.0,-6,0.0,-5,7,-2,7,1,-2,0.4,1.8
COc1ccc(/C=C2/SC(=O)N(CCC(=O)Nc3ccccc3)C2=O)cc1OC,-4.9,7,4.7,1,-5,9,-6,15,5,-1.8,0.3
CCCC1CCC(=NNC(=S)NCCc2ccccc2)CC1 (stereo unspecified),1.6,7,1.0,7,-10,5,-29,-11,-6,-1.0,4.3
CC(C)c1nnc(NC(=O)c2sc3ccccc3c2Cl)s1,-3.5,-16,0.4,-5,4,10,-21,16,3,-1.8,-0.5

# Hits appear at their usual frequency (roughly 2.2% active in at least one column).
